# HP1b binding inh: blocks HP1-beta chromodomain binding to methylated histone tails | 0.56% of 390,000 active | Potency, µM (top dose mostly 114 µM), without a hit: top-dose activity change, negative = inhibition, most hits filed as inhibitors | P83916 | AlphaScreen HP1-beta / biotin-H3K9me3 peptide binding; further: potency means the concentration at half of the fitted maximal effect; nearly all actives have a fitted effect of over 70% in size; inactives centre near 23
# Target sequence (P83916 whole entry, looked up): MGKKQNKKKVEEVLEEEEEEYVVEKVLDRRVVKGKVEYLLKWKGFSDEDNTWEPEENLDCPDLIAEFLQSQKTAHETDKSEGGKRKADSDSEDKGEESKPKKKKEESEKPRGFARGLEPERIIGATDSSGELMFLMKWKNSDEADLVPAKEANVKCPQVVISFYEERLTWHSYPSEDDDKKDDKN
#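 HP1-beta protein (50 nM final) preincubated 30 min at room temperature with biotinylated H3(1-18)K9me3 peptide (50 nM) in PBS pH 7.4, 0.01% Tween-20, then compound added for 30 min. AlphaScreen streptavidin donor/nickel chelate acceptor beads (10 ug/mL final), 30 min dark, luminescence read.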
# BAZ2B block: BAZ2B (human) inhibition; Q9UIF8; AlphaScreen BAZ2B-H3K14Ac peptide displacement; Potency, µM (highest dose often 114 µM), without a hit: at the highest dose activity change, negative = inhibition, usual class: inhibitors; 4.4% of 360,000 active; AID 504333; further: potency means the concentration at half of the fitted maximal effect; on the % scale 0 is the no-effect control and ±100 the full control effect; nearly all actives have a fitted effect of over 60% in size
#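 In this displacement format the biotinylated H3(5-23) peptide acetylated at Lys14 serves as ligand at 50 nM, with BAZ2B at 50 nM in PBS pH 7.4 containing 0.01% Tween-20. Donor and acceptor beads are 10 ug/mL final.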
# Pin1 inhibitor: inhibitors of human Pin1; Pin1 FP peptide displacement, HiFluor488, 10 min; Potency, µM (top dose mostly 115 µM), for inactives: at the top dose activity, negative = inhibition, most hits filed as inhibitors; 0.009% of 390,000 active; active means well fitted inhibition curve with a large enough effect in the polarisation, with a control signal flat, not every such curve was filed as active; inconclusive means small, poorly fitted or top-dose-only effect, or effect the other way, or a change in a side signal; inactive means no such curve, though single readings can be large or run the other way; the % refers to the polarisation; further: potency means the concentration at half of the fitted maximal effect; on the % scale 0 is the no-effect control and ±100 the full control effect
# G9a inh: blocks human histone lysine methyltransferase G9a; Q96KQ7; G9a H3K9 monomethylation, AlphaScreen, 2 h; Potency, µM (top dose mostly 102 µM), without a hit: at the top dose activity, negative = inhibition, usual class: inhibitors; 8.8% of 350,000 active; further: potency means the concentration at half of the fitted maximal effect; on the % scale 0 is the no-effect control and ±100 the full control effect; nearly all actives have a fitted effect of over 75% in size
# Target sequence (Q96KQ7 913-1193 limits assumed): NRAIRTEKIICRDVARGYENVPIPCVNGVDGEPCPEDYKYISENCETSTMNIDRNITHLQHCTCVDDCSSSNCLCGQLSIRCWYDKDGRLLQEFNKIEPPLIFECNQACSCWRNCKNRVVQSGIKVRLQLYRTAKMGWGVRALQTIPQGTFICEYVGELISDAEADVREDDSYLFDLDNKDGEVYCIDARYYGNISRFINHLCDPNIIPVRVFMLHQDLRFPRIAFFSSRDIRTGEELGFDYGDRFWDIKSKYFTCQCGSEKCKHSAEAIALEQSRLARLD
#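 Compounds were preincubated with 20 nM G9a for 15 min, after which biotinylated H3K9 peptide (500 nM) and SAM (20 uM) started a 2 h room-temperature reaction. Monomethylated product was quantified by antibody-based AlphaScreen chemiluminescence.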
# PI4K2A inh: inhibitors of human PI4K2A | 0.13% of 420,000 active | Q9BTU6 | purified PI4K2A, ADP-Glo luminescence, 1 h; active compounds read low | AID 1346378 | activity change, negative = inhibition, % at 76.9 µM; in the data active means activity change below about -50%; inconclusive means mostly about -30% to -49%;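 further: -100% = wells without enzyme as full effect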
#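 In this quantitative HTS, ADP production by PI4K2A was quantified luminescently after 1 h at ambient temperature; 100 microM adenosine served as plate-quality control.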
# PGK inhibitor: inhibitors of T. brucei phosphoglycerate kinase | PGK/GAPDH coupled, Kinase-Glo luminescence, 60 min | Potency, µM (doses to about 57.5 µM), inactives show at the top dose activity change, negative = inhibition, hits mostly inhibitors | 0.043% of 380,000 active | AID 602233; further: potency means the concentration at half of the fitted maximal effect; on the % scale 0 is the no-effect control and ±100 the full control effect; nearly all actives have a fitted effect of over 60% in size
#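 Recombinant glycosomal PGK reaction used 1,3-bisphosphoglycerate generated in-well by GAPDH (100nM final) in 100mM TEA pH 7.6, 5mM MgCl2, 0.01% Tween-20. After 60 minutes at room temperature, ATP was read by Kinase-Glo Plus luminescence end-point.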
# JMJD2A Tudor inh: blocks the human JMJD2A Tudor domain; O75164; AlphaScreen JMJD2A-Tudor / H3K4me3 peptide binding; Potency, µM (series often up to 114 µM), for inactives: at the top dose activity change, negative = inhibition, usual class: inhibitors; 4.4% of 390,000 active; further: potency means the concentration at half of the fitted maximal effect; on the % scale 0 is the no-effect control and ±100 the full control effect; nearly all actives have a fitted effect of over 50% in size
# ERG-DNA inh: ERG Ets/DNA interaction inhibition. fluorescence polarization, His-ERG Ets domain / labelled DNA. 0.028% of 370,000 active. P11308. AID 624246. Potency, µM (doses to about 76.9 µM), inactives show top-dose FP activity, negative = inhibition, most hits filed as inhibitors; active means well fitted inhibition curve with a large enough effect in the polarisation, with a control signal flat; inconclusive means small, poorly fitted or top-dose-only effect, or effect the other way, or a change in a side signal; inactive means no such curve, though single readings can be large or run the other way; the % refers to the polarisation;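 further: polarization taken with two DNA probes labelled with fluorescein and Texas red; potency means the concentration at half of the fitted maximal effect; % of control where 0% means no effect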
# Target sequence (P11308 whole entry, looked up, the tested form may be a part): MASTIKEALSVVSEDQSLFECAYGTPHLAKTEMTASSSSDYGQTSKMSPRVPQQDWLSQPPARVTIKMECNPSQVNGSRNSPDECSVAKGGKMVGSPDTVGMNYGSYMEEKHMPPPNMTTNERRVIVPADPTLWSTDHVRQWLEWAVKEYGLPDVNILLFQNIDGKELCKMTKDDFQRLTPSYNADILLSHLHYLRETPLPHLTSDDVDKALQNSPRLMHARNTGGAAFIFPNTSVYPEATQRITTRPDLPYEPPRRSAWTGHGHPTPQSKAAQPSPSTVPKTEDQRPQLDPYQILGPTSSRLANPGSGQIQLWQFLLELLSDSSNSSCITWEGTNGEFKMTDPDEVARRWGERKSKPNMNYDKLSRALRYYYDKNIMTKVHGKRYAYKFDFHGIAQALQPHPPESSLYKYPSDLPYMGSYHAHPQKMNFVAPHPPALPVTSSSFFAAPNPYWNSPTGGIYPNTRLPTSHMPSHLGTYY
#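 His-tagged ERG Ets domain (1 uM in the protein solution; 300mM KCl, 50mM Tris-HCl, 1mM EDTA, 1mM DTT, pH 7.5) received compound, then a probe mix of 5 nM fluorescein-DNA and 100nM Texas-615-DNA. Fluorescence polarization was read for both dyes.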
# GLS inh: glutaminase GLS (human) inhibition. GLS enzymatic activity, qHTS titration. 0.21% of 410,000 active. AID 624170. Potency, µM (highest dose often 45.5 µM), for the others: at the top dose activity change, negative = inhibition, usual class: inhibitors; further: potency means the concentration at half of the fitted maximal effect; on the % scale 0 is the no-effect control and ±100 the full control effect
#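 hKGA in 45 mM KH2PO4 pH 8.2, 0.02% Tween-20 with pin-transferred compounds; 1 mM L-glutamine (stock) plus glutamate oxidase/HRP/Amplex Red coupling added. Fluorescence read initially and after 30 min at RT.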
# An asterisk follows results filed as active; i = inactive; ? = inconclusive; / = not tested or not shown; & = joins results of further samples; [ ] = another dose, or the depositor's remark. Unless noted, the call rests on the fitted dose curve; in most records, active means well fitted curve in the direction sought with a large enough effect; inconclusive means small, poorly fitted or top-dose-only effect, or another doubt; inactive means no such curve, though single readings can be large; an effect the other way counts as inactive or inconclusive. Random draw from the library. Share with any hit: about 11%.
SMILES,HP1b binding inh,BAZ2B block,Pin1 inhibitor,G9a inh,PI4K2A inh,PGK inhibitor,JMJD2A Tudor inh,ERG-DNA inh,GLS inh
CCCCCCCCCCOC(=O)Cn1c(COc2ccccc2C)[n+](C)c2ccccc21,20%,2%,8%,-20%,0,-2%,-32%,6%,0%
CCN1CCN(C(=S)c2ccc(OCC(=O)Nc3ccc(OC)cc3)cc2)CC1,12%,/,2%,/,6,-1%,-12%,-3%,1%
COc1cc(CCC(=O)NNC(=O)c2ccc(C)cc2)cc(OC)c1OC,50%[activator],-10%,2%,20%,4,9%,-5%,6%,5%
COc1ccccc1-n1ccnc(SCC(=O)NC2CCCCC2)c1=O,32%,4%,-11%,-33%,-3,-2%,35µM*,9%,-4%
COc1ccc(CN(C(=O)c2ccco2)c2ccccc2)cc1,15%,10%,1%,11%[59 µM],7,0%,-16%,6%,5%
Cc1nc(-c2ccc([N+](=O)[O-])cc2)sc1C(=O)O,33%[activator],-8%,-9%,?,?,-17%,-1%,-5%,2%
C1CNC(C23CC4CC(CC(C4)C2)C3)=N1,21%,-1%,-5%,?,2,-9%,-16%,6%,6%
CCOC(=O)/C(=N/Nc1ccccc1)Sc1nnc(CCc2ccccc2)n1-c1ccccc1,3%,-34%,5%,-31%[59 µM],16,i,?,-5%,-8%
O/N=C/c1cccn1-c1ccc(O)cc1,-16%,-38%,1%,-4%,0,-13%,?,0%,18%
Cc1cc2ncn(/N=C/c3cccnc3)c2cc1C,49%[activator],-10%,2%,-35%[59 µM],-14,-1%,-3%,-1%,3%

# Single values from the results shown:
# G9a inh result of CCCCCCCCCCOC(=O)Cn1c(COc2ccccc2C)[n+](C)c2ccccc21 : -20%
# Pin1 inhibitor result of O/N=C/c1cccn1-c1ccc(O)cc1 : 1%

# The results go on:
SMILES,HP1b binding inh,BAZ2B block,Pin1 inhibitor,G9a inh,PI4K2A inh,PGK inhibitor,JMJD2A Tudor inh,ERG-DNA inh,GLS inh
COc1ccc(C(=O)COC(=O)C2CCC(=O)N2)cc1 (centres undefined),5%,-10%,-2%,1%,3,5%,-13%,-5%,-2%
COc1cc(OC)c2c(C)cc(=O)oc2c1C(CCN1CCN(c2ccccc2)CC1)c1ccc2c(c1)OCO2 (centres undefined),?,25µM*,6%,-5%[12.7 µM],-3,4%,28µM*,7%,10%
CCN(CC(=O)Nc1c(F)cccc1F)C(=O)CCCc1c[nH]c2ccccc12,18%,-20%,-8%,/,3,i,?,-5%,13%
O=C(c1cc2ccccc2o1)N1CCOCC1,27%,12%,1%,-2%,2,-7%,-4%,19%,-4%
CCN(C(=O)COC(=O)c1ccccc1NCc1ccco1)c1c(N)n(Cc2ccccc2)c(=O)[nH]c1=O,17%,/,5%,/,-4,-8%,-11%,1%,4%
Cc1nnc2sc(-c3ccc(NC(=O)CSc4ccc(Cl)cc4)cc3)nn12,93%[activator],8%,?,27%[59 µM],-11,-2%,-28%,0%,3%
C[C@@H]1CC[C@@]2(O[C@@H](CCO)C[C@H](O)[C@H]2O)O1,50%[activator],/,4%,/,-2,-1%,-9%,10%,-5%
COc1ccc(CNC(=O)C(C)OC(=O)CCN2C(=O)C3CC=CCC3C2=O)cc1 (centres undefined),21%,-4%,-3%,-32%,2,5%,0%,5%,1%
COc1ccc(C(CNC(=O)C(CCSC)NC(=O)c2ccccc2Cl)N2CCCCC2)cc1 (centres undefined),14%,-17%,-5%,-49%[59 µM],3,i,-19%,18%[15.4 µM],4%
CC(=O)NC(CCS(C)(=O)=O)C(=O)Nc1cc(C)on1 (centres undefined),45%[activator],-3%,4%,-3%[59 µM],-2,-2%,-8%,2%,-6%
COCCCNc1ccnc2c(Cl)cccc12,28%,-3%,5%,-11%,3,7%,-2%,1%,4%
COc1ccc(Oc2nc(C)cc(C)c2S(=O)(=O)c2ccc(C)cc2)cc1,50%[activator],2%[57.1 µM],8%,45%,2,-6%,7%,6%,-1%
C=CCC1c2cccc(C(=O)O)c2C(=O)N1c1ccc(F)cc1 (centres undefined),27%,1%,-9%,3%[59 µM],-2,i,-19%,-9%,-3%
Cc1ccc2c(=O)cc(C(=O)Nc3ccc(S(=O)(=O)N(C)Cc4ccccc4)cc3)oc2c1C,65%[activator],16%,4%,?,-5,-3%,-14%,-2%,2%
Cc1ccc(S(=O)(=O)c2c(O)cc(C)c(NS(=O)(=O)c3ccc(Br)cc3)c2C)cc1,-9%,-31%,0%,-17%[59 µM],-1,-3%,-29%,0%,1%
CN(C)S(=O)(=O)c1ccc(Cl)c(C(=O)Nc2ccc(S(=O)(=O)N3CCOCC3)cc2)c1,15%,2%,17%,-11%,7,10%,?,0%,-7%
CC(C)Cn1c(N)c(C(=O)COC(=O)c2ccccc2C(=O)c2ccccc2)c(=O)n(C)c1=O,12%,/,48%[activator],/,0,-4%,-16%,9%,1%
O=C(Nc1ccc(O)c2c(=O)cc(-c3cccc(Cl)c3)oc12)c1cccc(Cl)c1,22%,2%,0%,-7%[59 µM],0,i,-7%,7%,-4%
Cc1nn(C)c2c1c(C(F)(F)F)cc(=O)n2C(C)C(=O)Nc1ccccc1F (centres undefined),12%,0%,-2%,30%[59 µM],-1,-4%,-13%,-6%,3%
COc1ccc(NC(=O)C2COc3ccccc3C2)cc1Cl (centres undefined),21%[57 µM],0%,0%,-6%[59 µM],-1,2%,-11%,9%,-5%
CN(C)CCC(=O)c1ccc2c(c1)OCO2,4%,-30%,-3%,1.8µM*,22,7%,?,-4%,8%
Cc1ccc(C)c(S(=O)(=O)NCCOC(=O)Nc2sc(=S)n(C)c2C)c1,-19%,?,-4%,?,0,-7%,-20%,/,7%
O=C(COC(=O)c1ncc(Cl)c(Cl)c1Cl)NNC(=O)c1ccccc1,39%,11%,-13%,5%,3,-12%,-4%,/,1%
COc1ccc(S(=O)(=O)N2CCc3ccccc32)cc1C(=O)NCC(c1ccco1)N1CCCC1 (centres undefined),23%,/,-1%,/,1,10%,-15%,-4%,2%
CCCC(=O)Nc1ccc2nc(SCC(=O)N3CCCC3)sc2c1,47%[activator],-21%,6%,-8%,-2,-3%,-9%,-7%,-2%
Cc1ccccc1CC1SC(N=C(N)N)=NC1=O (centres undefined),35%,3%,1%,-7%,3,-6%,?,13%,-1%
CCc1nnc(NC(=O)Nc2ccc(Cl)cc2)s1,21%,-7%,0%,/,5,-6%,-33%,7%,-3%
Cc1ccc(C2=NN(S(=O)(=O)c3ccccc3)C(c3ccco3)C2)cc1 (centres undefined),34%,-8%,23%,-2%[12.7 µM],-1,-1%,-16%,9%,0%
CN(C)CC(CCC(CN(C)C)C(=O)c1ccccc1)C(=O)c1ccccc1 (centres undefined),-14%,-2%,7%,45µM*,5,-1%,-20%,8%,1%
O=C(Nc1ccc(S(=O)(=O)N2CCOCC2)cc1)c1ccc(Br)o1,37%,9%,-2%,1%[12.7 µM],3,-5%,-4%,-3%,-5%
COc1ccc(CC(=O)NCC(=O)N/N=C/c2c[nH]c3ccccc23)cc1,8%,-16%,0%,24%,6,-3%,-23%,12%,23%
NCCCn1c(C(=O)c2cc(Cl)c(N)c(Cl)c2)c2ccc(C(F)(F)F)cc2[n+]1[O-],21%,-39%,4%,-10%[2.33 µM],-7,5%,-32%,3%,-4%
Cc1cccc(N(CC(=O)NC2CCCC2)C(=O)CS(=O)CC(=O)Nc2ccc3c(c2)OCO3)c1 (centres undefined),33%,-10%,1%,?,-3,i,-13%,-13%,-4%
COc1ccc(S(=O)(=O)N2CCOCC2)cc1C(=O)Nc1ccon1,29%,-5%,?,-30%[12.7 µM],-4,2%,-5%,8%,-3%
COc1ccc(NC(=O)c2oc3ccccc3c2NC(=O)Cc2cccs2)cc1,24%,-25%,-2%,6%[59 µM],2,-5%,-11%,-2%,-14%
Cc1cccc(CC(=O)NCC2CCCCC2)c1,43%[activator],8%,2%,-1%,1,-4%,3%,-6%,-2%
Cc1cc(C)c(C#N)c(Nc2cccc(C)c2C)n1,53%[activator],-1%,1%,35%,0,0%,8%,5%,1%
Cc1ccccc1CN1C[C@@H]2C[C@@H](c3cn[nH]c3-c3ccc(F)cc3)N3CCC[C@@]23C1=O,35%,?,0%,-4%,-1,i,-17%,-5%,-4%
O=S(=O)(c1ccc(-c2cnc(C3CC3)o2)cc1)N1CCN(c2ccccc2)CC1,8%[57 µM],-22%&-37%,-1%&-3%,-20%,4&4,-12%&-11%,-16%&-32%,-4%&1%,2%&-13%
CCCCCCP(=O)(O)c1ccccc1,31%,-3%,-4%,14%,-3,-7%,-9%,5%,-7%
C/C(=N\NC(=O)c1ccccc1)c1ccc(N2CCOCC2)cc1,14%,6%,-3%,15%[59 µM],7,0%,-17%,-2%,3%

# Source: PubChem (National Center for Advancing Translational Sciences (NCATS))
